# Abeta rescue – qHTS for compounds that reverse cellular toxicity of Amyloid beta (A-beta) peptide in yeast: Primary Screen; yeast expressing A-beta42, growth rescue, OD600, 48 h; response scale: 0% DMSO, 100% iron-clioquinol control; Potency, µM (top dose mostly 46.1 µM), inactives show at the highest dose growth rescue, usual class: activators; actives 0.063% (n = 410,000); note: potency is the fitted concentration of half-maximal effect; nearly all actives have a fitted effect of over 55% in size
#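 Yeast A-beta toxicity model in growth medium with pinned compounds, 48 h at 30 C; growth read as absorbance at 600 nm. Normalized to FeCl3/clioquinol equimolar mix (positive) and DMSO (negative).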
# aSyn rescue – qHTS of alpha-syn Inhibitors | Yeast expressing alpha-synuclein, growth rescue, BacTiter-Glo, 24 h | Potency, µM (series often up to 46.1 µM), inactives show top-dose growth rescue (activation), hits mostly activators | actives 0.14% (n = 370,000) | AID 652106, 2013; note: potency is the fitted concentration of half-maximal effect; % of control where 0% means no effect; nearly all actives have a fitted effect of over 65% in size
#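 Readout is rescue of growth in alpha-synuclein-expressing yeast, so inhibitors of toxicity appear as activators. Growth after 24 hr at 30 deg C in galactose medium is quantified by luminescence.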
# TDP-43 yeast inh – qHTS of TDP-43 Inhibitors | TDP-43 expressing yeast growth rescue, BacTiter-Glo, 24 h | Potency, µM (titrated, usually from 46.1 µM), for inactives: at the highest dose growth rescue (activation), usual class: activators | actives 1.8% (n = 410,000) | AID 652104, 2013; note: potency is the fitted concentration of half-maximal effect; % of control where 0% means no effect; nearly all actives have a fitted effect of over 50% in size
#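 Cell-based yeast growth screen: TDP-43 expression induced in galactose, inoculum OD600=0.02 after raffinose pregrowth to mid-log. Read-out BacTiter-Glo luminescence at 24 hr, 30 deg C; inhibition of toxicity seen as signal increase.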
# EPAC2 ag – qHTS for Agonist of cAMP-regulated guanine nucleotide exchange factor 4 (EPAC2): primary screen; actives 0.079% (n = 360,000); AID 720711, 2013; Rap guanine nucleotide exchange factor 4 (Homo sapiens), Q8WZA2; EPAC2 activation, biochemical qHTS; response scale: 100% = 6.5 mM cAMP response; Potency, µM (top dose mostly 154 µM), inactives show at the top dose activation, most hits filed as activators; note: potency is the fitted concentration of half-maximal effect; nearly all actives have a fitted effect of over 50% in size
# Target sequence (Q8WZA2 whole entry, looked up): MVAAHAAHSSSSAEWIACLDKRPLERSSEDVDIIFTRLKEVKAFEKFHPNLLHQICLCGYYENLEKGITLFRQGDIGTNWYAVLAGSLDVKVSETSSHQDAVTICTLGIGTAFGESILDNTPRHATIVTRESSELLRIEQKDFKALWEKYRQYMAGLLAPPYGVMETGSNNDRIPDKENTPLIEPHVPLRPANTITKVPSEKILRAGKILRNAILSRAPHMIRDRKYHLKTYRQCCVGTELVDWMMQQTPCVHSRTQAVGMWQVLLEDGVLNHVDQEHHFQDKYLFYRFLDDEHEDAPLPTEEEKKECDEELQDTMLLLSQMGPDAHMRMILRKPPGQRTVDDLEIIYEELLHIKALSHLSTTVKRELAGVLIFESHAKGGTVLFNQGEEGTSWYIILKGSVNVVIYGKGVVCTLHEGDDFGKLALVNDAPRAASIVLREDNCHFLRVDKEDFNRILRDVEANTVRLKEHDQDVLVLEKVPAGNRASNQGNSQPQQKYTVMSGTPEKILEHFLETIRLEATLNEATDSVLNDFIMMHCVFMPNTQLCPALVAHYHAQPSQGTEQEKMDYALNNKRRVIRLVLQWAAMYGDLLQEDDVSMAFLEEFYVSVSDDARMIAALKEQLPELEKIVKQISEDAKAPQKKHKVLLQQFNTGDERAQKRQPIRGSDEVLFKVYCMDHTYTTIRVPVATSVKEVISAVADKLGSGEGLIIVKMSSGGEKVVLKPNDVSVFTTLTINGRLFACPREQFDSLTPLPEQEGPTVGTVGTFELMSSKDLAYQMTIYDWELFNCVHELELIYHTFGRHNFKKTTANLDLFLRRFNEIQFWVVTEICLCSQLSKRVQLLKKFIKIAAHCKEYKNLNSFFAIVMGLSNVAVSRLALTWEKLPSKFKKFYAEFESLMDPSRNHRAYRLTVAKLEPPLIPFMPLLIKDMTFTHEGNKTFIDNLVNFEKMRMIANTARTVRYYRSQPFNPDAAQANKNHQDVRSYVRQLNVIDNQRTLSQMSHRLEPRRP
#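 Compounds were titrated in qHTS against a Rap1B-BODIPY-GDP (250 nM) complex with EPAC2 (100 nM) and GDP (50 uM). BODIPY-GDP release tracked at 480/540 nm over 30 min at room temperature, normalized to 6.5 mM cAMP.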
# EPAC2 antagonist – qHTS for Antagonist of cAMP-regulated guanine nucleotide exchange factor 2 (EPAC2): primary screen | EPAC2 GEF exchange of Rap1B-BODIPY-GDP, fluorescence | actives 0.18% (n = 360,000) | Potency, µM (top dose mostly 114 µM), for the others: top-dose activity, negative = inhibition, most hits filed as inhibitors; note: potency is the fitted concentration of half-maximal effect; % is set by controls: 0 for no effect and ±100 for the full control effect; nearly all actives have a fitted effect of over 45% in size; many of its hits are not listed in these tables
# D3 antag – qHTS of D3 Dopamine Receptor Antagonist: qHTS. actives 2.5% (n = 360,000). D(3) dopamine receptor (Homo sapiens), P35462. D3R cells, DiscoveRx beta-arrestin luminescence, antagonist mode; hits give low values. max response, negative = inhibition, %; in the data active = max response below about -50%; inconclusive = no clear call, values can overlap the other calls; note: % is set by controls: 0 for no effect and ±100 for the full control effect; mostly tested at two doses, the higher about 12 µM
#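 Cells plated overnight at 1500 cells/well, then exposed to library compounds with dopamine controls for 90 minutes at 37 degrees C. DiscoveRx reagent added for 30–60 minutes at room temperature; luminescence read, quantitative HTS format.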
# FUS suppressor – qHTS for Suppressors of FUS Proteinopathy: Primary screen using FUS-linked yeast assay | S. cerevisiae FUS-expressing, growth rescue, OD600, 24 h | Potency, µM (titrated, usually from 76.6 µM), for the others: top-dose growth rescue (activation), hits mostly activators | actives 0.24% (n = 390,000) | AID 1347120, 2019;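 note: potency is the fitted concentration of half-maximal effect; plate controls were DMSO vehicle for no effect and reference control for full effect; nearly all actives have a fitted effect of over 55% in size; some results filed as inactive show a strong effect at the top dose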
#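 Toxicity suppression screen in FUS-yeast. Cells induced with 2% galactose, starting OD 0.005, treated 24hr at 30C with compounds at multiple final concentrations; growth by OD600.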
# D3 ag – qHTS of D3 Dopamine Receptor Agonist: qHTS; D3R DiscoveRx beta-arrestin cells, luminescence, 90 min; max activation, %; actives 0.58% (n = 410,000); in the data active = max activation above about 30%; note: 0% is about no effect; mostly tested at two doses, the higher about 12 µM
#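 Agonist-mode cell screen: cells plated at 1500/well and incubated overnight at 37 °C, then exposed to library compounds for 90 min at 37 °C. Detection reagent was added for 30–60 min at room temperature, and luminescence was read.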
# * = called active by the depositor; ? = inconclusive; · = not tested or not shown; [ ] = another dose, or the depositor's remark. Unless noted, calls come from the whole dose curve; as a rule, active = well fitted curve in the direction sought with a large enough effect; inconclusive = small, poorly fitted or top-dose-only effect, or another doubt; inactive = no such curve, though single readings can be large; an effect the other way counts as inactive or inconclusive. Not all compounds are listed, so the mix of outcomes need not match the whole.
mol,FUS suppressor,EPAC2 ag,D3 ag,aSyn rescue,D3 antag,Abeta rescue,EPAC2 antagonist,TDP-43 yeast inh
CC(C)[C@H](NC(=O)N1CC(=O)Nc2ccccc21)C(=O)Nc1nccs1,20%,2%,-2,1%,4,0%,-1%,0%
COc1cc2c(cc1NC(=O)COc1ccc(Cl)cc1Br)oc1ccccc12,-11%,·,-6,·,·,-17%,·,-5%
COc1ccccc1C(=O)Nc1nnc(SCc2cc(=O)c3ccccc3[nH]2)s1,-6%,·,22,·,·,-11%,·,12%
O=C(NCc1nc2ccccc2[nH]1)C1=C[C@H](c2csc3ccccc23)C[C@H](OCc2ccc(CO)cc2)O1,?,4%,-3,0%,26,14%,4%,11%
CCCOc1ccc(C(=O)Nc2cccnc2)cc1,17%,-7%,1,2%,9,8%,-13%,28%
CCS(=O)(=O)Nc1ccc(C(=O)c2ccccc2)cc1,46%,11%,-4,-2%,0,20%,-6%,-6%
CC(=O)c1cnc(Oc2cc(Cl)ccc2Cl)nc1C,-28%,-1%,1,9%,18,?,-21%,?
COc1ccc(CCNC(=O)CCCn2c(=S)[nH]c3cc4c(cc3c2=O)OCO4)cc1OC,-8%,7%,0,5%,21,-9%,-18%,14%
Cc1ccc(C2=NS(=O)(=O)N(C)C(C(=O)Nc3cc(C)n(CC(=O)N4CCCCC4)n3)=C2)cc1,-9%,-2%,6,6%,-12,-14%,-8%,-1%
Clc1ccc(-c2nnn3c2nc(NC2CCCCC2)c2ccccc23)cc1,-11%,·,4,·,·,0%,·,12%
O=S(=O)(c1cc(Br)c(Br)s1)N1CCN(c2ccccc2)CC1,-9%,·,-5,·,·,-5%,·,9%
O=C(Nc1nc2ccccc2s1)c1cc(-c2ccccc2)nn1-c1ccccc1,·,13%,-20,-13%,13,1%,-3%,-8%
O=C(CSc1nc2ccsc2c(=O)n1CC1CCC(C(=O)O)CC1)c1ccc(F)cc1 (stereo unspecified),-9%,-3%,-5,2%,-8,3%,12%,-2%
Cc1ccc(C)c(NC(=O)/C(C#N)=C/c2ccc[nH]2)c1,20%,0%,2,-5%,0,3%,7%,19%
CN(C)S(=O)(=O)c1ccc(N2CCCC2)c(C(=O)Nc2cccc(F)c2)c1,·,7%,5,7%,10,0%,-2%,14%
N=c1c2c3c(sc2nc2n1CCCCC2)CCCC3,1%,4%,-2,-1%,17,-8%,-1%,0%
COc1ccc(CC(=O)Nc2ccc(-c3nnc(-c4ccc(C)cc4)o3)cc2)cc1,8%,-1%,-8,-6%,21,-6%,5%,0%
CCOC(=O)C[C@H]1c2cc(F)ccc2S(=O)(=O)N1c1cccc(OC)c1,-8%,5%,3,17%,26,?,-22%,?
COc1cccc(/C=C2\SC(N3CCCC(C)C3)=NC2=O)c1OC (stereo unspecified),4%,1%,0,5%,3,-11%,6%,?
CC1=C(C(=O)N(C)C)CC(CC(=O)NCCN2CCOCC2)C(=O)N1Cc1ccc(F)cc1 (stereo unspecified),-16%,12%,-2,-4%,-25,-7%,4%,12%
NNC(=O)c1nn(-c2ccc(Cl)cc2)ccc1=O,2%,8%,1,3%,29,-7%,-5%,0%
CC(=O)c1c(C)[nH]c(C(=O)Nc2cccc(S(=O)(=O)N3CCCC3)c2)c1C,11%,-4%,-4,-7%,13,8%,-1%,12%
COc1ccc(CCNC(=O)Cn2cc(C(F)(F)F)cc(Cl)c2=O)cc1,-23%,6%,-1,-6%,0,-12%,8%,-12%
CCOC(=O)C1=C(N)Oc2c(oc(CO)cc2=O)C1c1c(F)cccc1Cl (stereo unspecified),8%,-6%,2,1%,-4,23%,6%,-10%
CC(=O)c1cccc(NC(=O)c2ccc(NS(C)(=O)=O)cc2)c1,-43%,-3%,0,-14%,31,2%[9.22 µM],7%,4%
O=C(Cc1c(F)c(F)c(F)c(F)c1F)Nc1nc(-c2ccccc2)cs1,1%,7%,28,-9%,2,16%,-3%,20µM*
Cc1ccc(SCC(=O)Nc2c(Br)cnn2C)cc1,23%,13%,-9,13%,-9,15%,-10%,-3%
O=C(Cn1ccc(NC(=O)OCc2ccccc2)nc1=O)NCCc1ccccn1,4%,3%,3,0%,-19,8%,4%,0%
CC(CCc1ccccc1)NC(=O)CN1C(=O)NC2(CCCCC2)C1=O (stereo unspecified),16%,-2%,0,7%,7,-2%,28%,0%
O=c1[nH]c2ccc(Cl)cc2c(-c2ccccc2)c1N1CCOCC1,-5%,2%,2,-3%,0,-3%,3%,-2%

# An excerpt from above in order of length of the SMILES, rising.
mol,FUS suppressor,EPAC2 ag,D3 ag,aSyn rescue,D3 antag,Abeta rescue,EPAC2 antagonist,TDP-43 yeast inh
CC(=O)c1cnc(Oc2cc(Cl)ccc2Cl)nc1C,-28%,-1%,1,9%,18,?,-21%,?
COc1ccc(CCNC(=O)Cn2cc(C(F)(F)F)cc(Cl)c2=O)cc1,-23%,6%,-1,-6%,0,-12%,8%,-12%
COc1ccc(CCNC(=O)CCCn2c(=S)[nH]c3cc4c(cc3c2=O)OCO4)cc1OC,-8%,7%,0,5%,21,-9%,-18%,14%

# Additional records:
mol,FUS suppressor,EPAC2 ag,D3 ag,aSyn rescue,D3 antag,Abeta rescue,EPAC2 antagonist,TDP-43 yeast inh
CC(=O)NCCc1nc(-c2ccc(Cl)cc2)no1,-29%,-5%,8,7%,3,-4%,5%,-1%
Cn1ccc2cc(-c3ccc4ncnc(NCc5cccs5)c4c3)ccc21,?,10%,·,·,·,-2%,6%,·
COc1ccccc1/C=C/C(=O)Nc1cccc(S(=O)(=O)NC2=NCCCCC2)c1,35%,6%,13,-7%,2,0%,-5%,-2%
Cc1ccccc1C(=O)Nc1ccc(S(=O)(=O)NCC2CCCO2)cc1 (stereo unspecified),-8%,13%,5,-1%,21,7%,-4%,14%
O=C(CCNC(=O)C1CCN(S(=O)(=O)c2ccc(F)cc2)CC1)NCc1ccccc1,11%,7%,4,-6%,16,7%,0%,-13%
COc1ccc(OC)c(Nc2nc3nonc3nc2N2CCCCC2)c1,·,-2%,2,0%,12,3%,5%,15%
COc1cccc2cc(C(=O)Nc3ccc(C)cc3)c(=O)oc12,1%,·,9,·,·,-8%,·,-7%
CCOC(=O)C1=C(COC(=O)c2cccc(N(C)C)c2)NC(=O)NC1C (stereo unspecified),16%,2%,-3,-3%,1,12%,-17%,-12%
C[C@@H]1CN([C@@H](C)CO)C(=O)CCCn2cc(nn2)CO[C@H]1CN(C)S(=O)(=O)c1ccccc1,-22%,5%,-5,-2%,-29,-7%,1%,11%
CCOC(=O)c1c(C#N)cnn1-c1ccc(C)cc1,-19%,4%,-5,-5%,-13,-13%,1%,13%
COc1ccccc1NC(=O)NCc1cccn1Cc1ccccc1,-1%,·,-3,·,·,14%,·,18%
CC(C)(C)c1ccc(S(=O)(=O)NC(=O)C2(C)CCN2C(=O)Cc2ccccc2Cl)cc1 (stereo unspecified),-18%,6%,-4,-1%,?,-16%,-10%,?
Cc1cc(C)cc(NC(=O)C(c2ccccc2)N2CCCC2)c1 (stereo unspecified),·,10%,-5,-2%,-25,6%,-10%,8%
C/C(=N\NS(=O)(=O)c1ccc(Br)cc1)c1ccc2c(c1)OCO2,·,4%,14,14%,2,10%,-10%,14%
CC1CC(C)(C)NCCNC(C)CC(C)(C)NCCN1 (stereo unspecified),23%,-9%,2,-2%,21,5%,9%,?
O=C(Nc1ccon1)Nc1cccc(Cl)c1Cl,6%,5%,-3,1%,7,15%,-3%,13µM*
NS(=O)(=O)c1ccc(NC(=O)Cc2cccs2)cc1,-2%,5%,4,-1%,21,-15%,8%,-18%
CC(c1ccccc1)N(C)C(=O)CN1CCN(S(=O)(=O)c2ccc3c(c2)OCCCO3)CC1 (stereo unspecified),10%,-3%,3,1%,8,-5%,-10%,18%
Cc1ccc(NS(=O)(=O)c2c(C)[nH]c(C)c2C(=O)N2CCCCC2)c(C)c1,12%,2%,-7,-3%,-23,-6%,-9%,-10%
Cc1cc(C)n2nc(-c3ccccc3)c(-c3ccccc3)c2n1,-9%,0%,0,0%,7,8%,-12%,9%
C#CCNc1c2c(nc3nnnn13)CCCC2,-21%,-2%,2,-1%,4,-5%,-1%,-1%
c1ccc2c3n(nc2c1)CCCO3,-15%,18%,7,-9%,-17,0%,2%,18%

# Pulled by structure from above, 4 records:
mol,FUS suppressor,EPAC2 ag,D3 ag,aSyn rescue,D3 antag,Abeta rescue,EPAC2 antagonist,TDP-43 yeast inh
O=c1[nH]c2ccc(Cl)cc2c(-c2ccccc2)c1N1CCOCC1,-5%,2%,2,-3%,0,-3%,3%,-2%
O=C(CCNC(=O)C1CCN(S(=O)(=O)c2ccc(F)cc2)CC1)NCc1ccccc1,11%,7%,4,-6%,16,7%,0%,-13%
O=C(Nc1nc2ccccc2s1)c1cc(-c2ccccc2)nn1-c1ccccc1,·,13%,-20,-13%,13,1%,-3%,-8%
CCOC(=O)C1=C(N)Oc2c(oc(CO)cc2=O)C1c1c(F)cccc1Cl (stereo unspecified),8%,-6%,2,1%,-4,23%,6%,-10%

# Bioassay records: PubChem, National Center for Advancing Translational Sciences (NCATS)
